High-throughput results (PubChem BioAssay)
Cdc42 wt – modulators of GTP binding to wildtype Cdc42, primary screen, biochemical, multiplex bead flow cytometry, Bodipy-GTP | Cell division control protein 42 homolog (Homo sapiens), P60953 | GST-Cdc42 beads; actives lie on both sides | percent activity (GTP binding), % at 10 µM | 190,000 compounds, 0.2% hits;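 active means percent activity GTP binding at least 20 points away from the 100% baseline, either down as inhibitor or up as activator; inconclusive means compound flagged as likely green fluorescent from well-wide comparison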;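 further: median bead fluorescence of bound Bodipy-FL-GTP at 100 nM; 0% = excess unlabeled GTP control and 100% = no compound control; below 100% means less GTP binding so inhibitor and above means activator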
Target sequence (P60953 whole entry, looked up): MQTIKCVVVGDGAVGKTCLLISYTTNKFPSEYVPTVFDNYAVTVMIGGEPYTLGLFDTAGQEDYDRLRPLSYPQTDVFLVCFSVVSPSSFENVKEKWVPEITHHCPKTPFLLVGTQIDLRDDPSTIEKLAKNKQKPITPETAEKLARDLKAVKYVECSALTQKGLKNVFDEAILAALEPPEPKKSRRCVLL
Pf gametocyte – late stage P. falciparum gametocyte viability inhibitors, primary screen, ATP luminescence, HTS; P. falciparum stage V gametocytes, 24 h; inhibition, % at 10.9 µM; 150,000 compounds, 0.065% hits; AID 743093, 2013;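 active means inhibition above the mean plus 3 SD of compounds within the control limits, set per campaign, cut at about 38% in these data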;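 further: 0% = DMSO wells and 100% = medium only without gametocytes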
HRas wt GTP – modulators of GTP binding to HRas wildtype, primary screen, biochemical, bead-based flow cytometry, multiplex; GTPase HRas (Homo sapiens), P01112; GST-Ras wt beads, Bodipy-FL-GTP binding; actives lie on both sides; GTP binding activity, % at 10 µM; 190,000 compounds, 0.14% hits; AID 759, 2007;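 active means GTP binding activity at least 20% away from the 100% baseline, either lowered as inhibitor or raised as activator; inconclusive means flagged as likely green fluorescent, judged across all proteins in the well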;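 further: 0% = unlabeled GTP competition control and 100% = no-compound control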
Target sequence (P01112 whole entry, looked up): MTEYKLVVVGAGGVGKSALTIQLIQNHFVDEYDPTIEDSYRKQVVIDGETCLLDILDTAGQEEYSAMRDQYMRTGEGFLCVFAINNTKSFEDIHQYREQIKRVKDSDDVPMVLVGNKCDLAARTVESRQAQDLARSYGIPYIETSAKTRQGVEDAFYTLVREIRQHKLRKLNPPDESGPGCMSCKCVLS
Rac1 wt GTP bind – wildtype Rac1 GTP binding modulators, primary screen, biochemical, GST-Rac1 beads, flow cytometry, multiplex; fluorescent GTP binding; actives lie on both sides; 0 = cold GTP competed, 100 = untreated; GTP binding activity (% of control), % at 10 µM; 190,000 compounds, 0.27% hits;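 active means GTP binding activity at least 20 points away from the 100% control level, either lower or higher; inconclusive means compound flagged as likely green fluorescent, judged across all proteins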
Rab7 wt GTP bind – modulators of GTP binding to Rab7, primary screen, biochemical, wildtype, multiplex bead flow cytometry. Rab7 GTPase wild type (dog), Bodipy-FL-GTP binding. GST-Rab7 beads, fluorescent GTP binding; actives lie on both sides; untreated = 100%, excess cold GTP = 0%. GTP binding activity (percent of control), % at 10 µM. 190,000 compounds, 0.055% hits;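 active means fluorescent GTP binding to Rab7 beads changed by at least 20 points from the 100% baseline, either direction, mostly lower; inconclusive means compound itself probably fluorescent, or too few beads counted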;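 further: median green fluorescence of bound Bodipy-FL-GTP per Rab7 bead population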
Rac1 act GTP bind – GTP binding modulators of activated mutant Rac1, primary screen, biochemical, bead-based flow cytometry, multiplex, fluorescent GTP | Ras-related C3 botulinum toxin substrate 1 (Homo sapiens), P63000 | GST-Rac1 activated beads; actives lie on both sides; 100% means binding = to untreated wells | percent activity (GTP binding), % at 10 µM | 190,000 compounds, 0.11% hits | AID 764, 2007;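 active means GTP binding at least 20 percentage points away from the 100% baseline, in either direction, so actives lie on both sides; inconclusive means Compound likely fluorescent itself, or too few beads counted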
Rab2A wt mod – modulators of GTP binding to Rab2A wildtype, primary screen, biochemical, dog, bead-based flow cytometry, multiplex | Ras-related protein Rab-2A (Canis lupus familiaris), P61105 | GST-Rab2 wt beads, Bodipy-GTP binding | GTP binding activity, % at 10 µM | 190,000 compounds, 0.19% hits;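 active means GTP binding activity at least 20 points away from 100%, either lowered or raised; inconclusive means signal likely due to the compound's own green fluorescence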;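 further: 0% = beads with excess unlabeled GTP and 100% = no-compound control corrected for plate trend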
Mcl1-Bid inh – Mcl-1/Bid binding inhibitors, primary screen, biochemical, TR-FRET, 1536-well; AID 1021, 2008; TR-FRET Mcl-1/Bid-Dy647 peptide binding; Induced myeloid leukemia cell differentiation protein Mcl-1 (Homo sapiens), Q07820; inhibition, % at 21.7 µM; 220,000 compounds, 0.97% hits;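 active means compounds that cut the binding signal by more than half at the single screening dose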;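 further: His-tagged Mcl-1 with europium anti-His antibody binding Bid BH3 peptide; 0% = Mcl-1 plus peptide wells and 100% = peptide-only wells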
Target sequence (Q07820 whole entry, looked up): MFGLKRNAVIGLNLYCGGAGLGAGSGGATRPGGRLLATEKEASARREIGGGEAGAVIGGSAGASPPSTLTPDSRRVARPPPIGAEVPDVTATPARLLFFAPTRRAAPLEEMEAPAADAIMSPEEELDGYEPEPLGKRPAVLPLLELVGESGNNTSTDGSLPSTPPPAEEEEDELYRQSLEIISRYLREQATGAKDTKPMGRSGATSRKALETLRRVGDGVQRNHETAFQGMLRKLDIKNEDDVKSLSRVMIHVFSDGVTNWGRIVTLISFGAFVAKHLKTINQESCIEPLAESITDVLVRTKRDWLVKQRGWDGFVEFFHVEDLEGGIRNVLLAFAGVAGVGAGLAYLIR
Avidin fluor – green autofluorescence of compounds with avidin beads – biophysical, 488/530 nm, flow cytometry, artefact control, profiling panel. AID 1775, 2009. compound fluorescence 488/530 nm; hits give high values. 220,000 compounds, 0.38% hits. fluorescence (KMESF) at 10 µM; in the data active means fluorescence above about 47; further: inactives centre near 10
Mcl-1 Bim block – inhibitors of Bim peptide binding to Mcl-1, primary screen, biochemical, bead-based flow cytometry, multiplex. Induced myeloid leukemia cell differentiation protein Mcl-1 (Homo sapiens), Q07820. AID 1009, 2008. 190,000 compounds, 0.1% hits. inhibition, % at 10 µM. Bim peptide-Mcl-1 binding; in the data active means inhibition above about 40%;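 further: 0% = no compound tracer wells and 100% = peptide blocker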
Mcl1 Noxa PPI – Mcl-1/Noxa binding inhibitors, primary screen, biochemical, TR-FRET, 1536-well; Induced myeloid leukemia cell differentiation protein Mcl-1 (Homo sapiens), Q07820; TR-FRET Mcl-1/Noxa peptide binding, 2 h; inhibition, % at 21.7 µM; 220,000 compounds, 1.5% hits; AID 1022, 2008;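 active means compounds that cut the protein-peptide binding signal by more than 50% relative to plate controls in a single-dose test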;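 further: His-tagged Mcl-1 with rhodamine Noxa BH3 peptide and terbium anti-His antibody; 0% = Mcl-1 plus Noxa peptide wells and 100% = peptide-only wells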
Numbers without * were called inactive. Random draw from the library. About 2.7% of those tested had a hit in this group.

For COc1cc(CNC2CCCC2)cc(Br)c1OCC(=O)Nc1ccccc1C the results were Cdc42 wt 97.0, Pf gametocyte 6.0, HRas wt GTP 96.0, Rac1 wt GTP bind 100.0, Rab7 wt GTP bind 96.0, Rac1 act GTP bind 99.0, Rab2A wt mod 98.0, Mcl1-Bid inh -12.2, Avidin fluor 21, Mcl-1 Bim block -3.0 and Mcl1 Noxa PPI 12.4.
For COc1ccc(OC)c(-n2cnnn2)c1 the results were Cdc42 wt 105.0, Pf gametocyte -40.9, HRas wt GTP 103.0, Rac1 wt GTP bind 106.0, Rab7 wt GTP bind 102.0, Rac1 act GTP bind 100.0, Rab2A wt mod 102.0, Mcl1-Bid inh -29.1, Avidin fluor 17, Mcl-1 Bim block 1.0 and Mcl1 Noxa PPI 0.6.
COc1ccc(-c2c(-c3ccc(OCC(=O)NN)cc3O)n[nH]c2C(F)(F)F)cc1 was read as Cdc42 wt 99.0, Pf gametocyte -18.9, HRas wt GTP 99.0, Rac1 wt GTP bind 115.0, Rab7 wt GTP bind 99.0, Rac1 act GTP bind 102.0, Rab2A wt mod 99.0, Mcl1-Bid inh -7.4, Avidin fluor 9, Mcl-1 Bim block 0.0 and Mcl1 Noxa PPI 26.2.
Screening Cc1ccc(C(=O)CC(=O)c2ccc(C(C)(C)C)cc2)cc1 returned Cdc42 wt 96.0, HRas wt GTP 99.0, Rac1 wt GTP bind 98.0, Rab7 wt GTP bind 102.0, Rac1 act GTP bind 95.0, Rab2A wt mod 96.0, Mcl1-Bid inh -9.1, Avidin fluor 11, Mcl-1 Bim block 2.0 and Mcl1 Noxa PPI 18.2.
`Cc1sc2ncnc(NCCc3ccc(S(N)(=O)=O)cc3)c2c1C` gave Cdc42 wt 105.0, HRas wt GTP 103.0, Rac1 wt GTP bind 107.0, Rab7 wt GTP bind 104.0, Rac1 act GTP bind 104.0, Rab2A wt mod 102.0, Mcl1-Bid inh -55.2, Avidin fluor 6, Mcl-1 Bim block 0.0 and Mcl1 Noxa PPI 3.9.
Cc1ccc(-c2cc(-c3nnc(SCC(=O)NC(C)C(C)C)n3N)c3ccccc3n2)cc1 (centres undefined) was read as Cdc42 wt 103.0, HRas wt GTP 102.0, Rac1 wt GTP bind 101.0, Rab7 wt GTP bind 103.0, Rac1 act GTP bind 99.0, Rab2A wt mod 99.0, Mcl1-Bid inh -6.4, Avidin fluor 27, Mcl-1 Bim block -1.0 and Mcl1 Noxa PPI 4.4.
Screening O=C(COC(=O)c1ccco1)NCc1ccc(Cl)cc1 returned Cdc42 wt 103.0, Pf gametocyte -2.4, HRas wt GTP 99.0, Rac1 wt GTP bind 103.0, Rab7 wt GTP bind 101.0, Rac1 act GTP bind 97.0, Rab2A wt mod 100.0, Mcl1-Bid inh -6.6, Avidin fluor 10, Mcl-1 Bim block 0.0 and Mcl1 Noxa PPI -4.4.
Screening C/C(=N\NC(=S)NCCc1ccccc1)c1ccc(C)cc1 returned Cdc42 wt 100.0, Pf gametocyte 13.1, HRas wt GTP 100.0, Rac1 wt GTP bind 101.0, Rab7 wt GTP bind 97.0, Rac1 act GTP bind 99.0, Rab2A wt mod 99.0, Mcl1-Bid inh -18.4, Avidin fluor 8, Mcl-1 Bim block -7.0 and Mcl1 Noxa PPI 2.6.
Screening COc1ccc2c(c1)CCc1c(C(=O)N3CCCc4ccccc43)noc1-2 returned Cdc42 wt 102.0, Pf gametocyte -23.6, HRas wt GTP 103.0, Rac1 wt GTP bind 100.0, Rab7 wt GTP bind 99.0, Rac1 act GTP bind 100.0, Rab2A wt mod 103.0, Mcl1-Bid inh -6.8, Avidin fluor 11, Mcl-1 Bim block -2.0 and Mcl1 Noxa PPI 10.6.
`N#CCC(N)=C(C#N)C#N` gave Cdc42 wt 101.0, HRas wt GTP 96.0, Rac1 wt GTP bind 100.0, Rab7 wt GTP bind 95.0, Rac1 act GTP bind 93.0, Rab2A wt mod 96.0, Mcl1-Bid inh -10.9, Avidin fluor 7, Mcl-1 Bim block 0.0 and Mcl1 Noxa PPI 33.1.
For COc1ccc(OC(=O)c2cc(S(=O)(=O)N3CCCC3)ccc2Cl)cc1 the results were Cdc42 wt 101.0, Pf gametocyte -27.6, HRas wt GTP 100.0, Rac1 wt GTP bind 100.0, Rab7 wt GTP bind 101.0, Rac1 act GTP bind 100.0, Rab2A wt mod 99.0, Mcl1-Bid inh 3.1, Avidin fluor 8, Mcl-1 Bim block -1.0 and Mcl1 Noxa PPI 29.3.
For COc1ccc(CNC(=S)Nc2ccccc2C)cc1 the results were Cdc42 wt 102.0, Pf gametocyte -12.6, HRas wt GTP 102.0, Rac1 wt GTP bind 101.0, Rab7 wt GTP bind 101.0, Rac1 act GTP bind 99.0, Rab2A wt mod 102.0, Mcl1-Bid inh -39.7, Avidin fluor 7, Mcl-1 Bim block -4.0 and Mcl1 Noxa PPI 15.4.
Screening Cn1c(=O)c2c(nc(NCC3CCCO3)n2Cc2cccc(Br)c2)n(C)c1=O (centres undefined) returned Cdc42 wt 101.0, Pf gametocyte -3.0, HRas wt GTP 98.0, Rac1 wt GTP bind 98.0, Rab7 wt GTP bind 92.0, Rac1 act GTP bind 97.0, Rab2A wt mod 96.0, Mcl1-Bid inh -80.8, Avidin fluor 35, Mcl-1 Bim block 1.0 and Mcl1 Noxa PPI 10.4.
For COc1ccc(N2COC3c4cccc5cccc(c45)C32)cc1 (centres undefined) the results were Cdc42 wt 102.0, Pf gametocyte -10.3, HRas wt GTP 102.0, Rac1 wt GTP bind 105.0, Rab7 wt GTP bind 100.0, Rac1 act GTP bind 101.0, Rab2A wt mod 101.0, Mcl1-Bid inh -26.5, Avidin fluor 22, Mcl-1 Bim block -3.0 and Mcl1 Noxa PPI 4.2.
Screening Brc1cccc(-c2nnc3sc(CNCc4ccco4)cn23)c1 returned Cdc42 wt 99.0, HRas wt GTP 99.0, Rac1 wt GTP bind 102.0, Rab7 wt GTP bind 100.0, Rac1 act GTP bind 96.0, Rab2A wt mod 98.0, Mcl1-Bid inh -21.2, Avidin fluor 6, Mcl-1 Bim block 1.0 and Mcl1 Noxa PPI 19.4.
`CCOc1cc(NC2CS(=O)(=O)CC2O)c(OCC)cc1NC(=O)c1ccccc1` (centres undefined) gave Cdc42 wt 103.0, Pf gametocyte -5.4, HRas wt GTP 102.0, Rac1 wt GTP bind 101.0, Rab7 wt GTP bind 101.0, Rac1 act GTP bind 98.0, Rab2A wt mod 103.0, Mcl1-Bid inh -50.4, Avidin fluor 8, Mcl-1 Bim block 1.0 and Mcl1 Noxa PPI -5.0.
Screening CCOC(=O)Nc1cccc(OCC(=O)Nc2ccccc2OCC)c1 returned Cdc42 wt 101.0, Pf gametocyte 9.1, HRas wt GTP 102.0, Rac1 wt GTP bind 102.0, Rab7 wt GTP bind 104.0, Rac1 act GTP bind 100.0, Rab2A wt mod 100.0, Mcl1-Bid inh -17.6, Avidin fluor 13, Mcl-1 Bim block 2.0 and Mcl1 Noxa PPI -3.1.
COc1cc(C(=O)N/N=C/c2ccc(OC(=O)N3CCOCC3)cc2)cc(OC)c1OC was read as Cdc42 wt 97.0, Pf gametocyte -2.4, HRas wt GTP 99.0, Rac1 wt GTP bind 99.0, Rab7 wt GTP bind 99.0, Rac1 act GTP bind 99.0, Rab2A wt mod 98.0, Mcl1-Bid inh -14.0, Avidin fluor 15, Mcl-1 Bim block 2.0 and Mcl1 Noxa PPI 14.3.
For CC(C)(C)C(=O)NNc1nc(-c2ccccc2)c2cc(Br)ccc2n1 the results were Cdc42 wt 97.0, Pf gametocyte 2.0, HRas wt GTP 97.0, Rac1 wt GTP bind 98.0, Rab7 wt GTP bind 97.0, Rac1 act GTP bind 98.0, Rab2A wt mod 97.0, Mcl1-Bid inh 97.1*, Avidin fluor 11, Mcl-1 Bim block -3.0 and Mcl1 Noxa PPI -3.7.
`CC(OC(=O)c1ccco1)C(=O)Nc1ccc(Cl)cn1` (centres undefined) gave Cdc42 wt 91.0, Pf gametocyte 18.8, HRas wt GTP 95.0, Rac1 wt GTP bind 94.0, Rab7 wt GTP bind 93.0, Rac1 act GTP bind 94.0, Rab2A wt mod 95.0, Mcl1-Bid inh -15.0, Avidin fluor 12, Mcl-1 Bim block 0.0 and Mcl1 Noxa PPI 7.4.
Screening Cc1nc(CS(=O)c2ccc(Cl)cc2)cc(NCc2ccc(Cl)cc2Cl)n1 (centres undefined) returned Cdc42 wt 99.0, Pf gametocyte 3.5, HRas wt GTP 98.0, Rac1 wt GTP bind 103.0, Rab7 wt GTP bind 100.0, Rac1 act GTP bind 98.0, Rab2A wt mod 99.0, Mcl1-Bid inh 5.2, Avidin fluor 5, Mcl-1 Bim block -4.0 and Mcl1 Noxa PPI 25.5.
Screening C/C(=N\n1cnnc1)c1ccc(C#N)cc1 returned Cdc42 wt inconclusive, Pf gametocyte -1.5, HRas wt GTP inconclusive, Rac1 wt GTP bind inconclusive, Rab7 wt GTP bind inconclusive, Rac1 act GTP bind inconclusive, Rab2A wt mod inconclusive, Mcl1-Bid inh -6.2, Avidin fluor 19, Mcl-1 Bim block 3.0 and Mcl1 Noxa PPI -8.0.
`Cc1ccc(Cc2cnc(NC(=O)CN3CCOCC3)s2)cc1Cl` gave Cdc42 wt 100.0, HRas wt GTP 96.0, Rac1 wt GTP bind 103.0, Rab7 wt GTP bind 96.0, Rac1 act GTP bind 96.0, Rab2A wt mod 98.0, Mcl1-Bid inh 7.9, Avidin fluor 6, Mcl-1 Bim block -5.0 and Mcl1 Noxa PPI 14.7.
Screening CCN1/C(=C\C=C(C(C)=O)C(C)=O)Sc2ccccc21 returned Cdc42 wt 100.0, Pf gametocyte -1.2, HRas wt GTP 98.0, Rac1 wt GTP bind 99.0, Rab7 wt GTP bind 103.0, Rac1 act GTP bind 97.0, Rab2A wt mod 98.0, Mcl1-Bid inh -37.4, Avidin fluor 6, Mcl-1 Bim block -2.0 and Mcl1 Noxa PPI 8.2.
